JMJD2A Tudor = blocks the human JMJD2A Tudor domain; AID 504339; Potency, µM (highest dose often 114 µM), for inactives: at the highest dose activity change, negative = inhibition, actives largely listed as inhibitors; O75164; AlphaScreen JMJD2A-Tudor / H3K4me3 peptide binding; actives 4.4% (n = 390,000); note: % is set by controls: 0 for no effect and ±100 for the full control effect; nearly all actives have a fitted effect of over 50% in size
BLM helicase inh = inhibitors of human Bloom syndrome helicase BLM. P54132. recombinant BLM DNA unwinding, fluorescence dequenching. Potency, µM (doses to about 56.1 µM), without a hit: at the top dose activity change, negative = inhibition, actives largely listed as inhibitors. actives 0.2% (n = 350,000);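 note: plate controls were vehicle for no effect and no enzyme for full effect; nearly all actives have a fitted effect of over 35% in size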
HP1b binding inh = inhibitors of HP1-beta chromodomain binding to methylated histone tails; AlphaScreen HP1-beta / biotin-H3K9me3 peptide binding; Potency, µM (titrated, usually from 114 µM), for inactives: at the highest dose activity change, negative = inhibition, usual class: inhibitors; actives 0.56% (n = 390,000); note: nearly all actives have a fitted effect of over 70% in size; inactives centre near 23
Target sequence (P83916 whole entry, looked up): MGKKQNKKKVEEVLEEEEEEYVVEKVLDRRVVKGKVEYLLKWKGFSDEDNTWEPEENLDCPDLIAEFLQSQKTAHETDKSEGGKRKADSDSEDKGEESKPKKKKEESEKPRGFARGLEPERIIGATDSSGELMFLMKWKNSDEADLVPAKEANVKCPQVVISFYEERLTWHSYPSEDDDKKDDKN
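HP1-beta protein (50 nM final) preincubated 30 min at room temperature with biotinylated H3(1-18)K9me3 peptide (50 nM) in PBS pH 7.4, 0.01% Tween-20, then compound added for 30 min. AlphaScreen streptavidin donor/nickel chelate acceptor beads (10 ug/mL final), 30 min dark, luminescence read.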
G9a inh = inhibitors of human histone lysine methyltransferase G9a; Q96KQ7; G9a H3K9 monomethylation, AlphaScreen, 2 h; Potency, µM (doses to about 102 µM), for the others: at the top dose activity, negative = inhibition, most hits filed as inhibitors; actives 8.8% (n = 350,000); AID 504332; note: % is set by controls: 0 for no effect and ±100 for the full control effect; nearly all actives have a fitted effect of over 75% in size
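AlphaScreen detection with an anti-monomethyl H3K9 antibody quantified product after a 2 h room-temperature reaction containing 500 nM biotinylated H3K9 peptide, 20 µM SAM and 20 nM enzyme, which had been preincubated 15 min with compound.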
BAZ2B inh = blocks human BAZ2B | Potency, µM (highest dose often 114 µM), for the others: top-dose activity change, negative = inhibition, usual class: inhibitors | AlphaScreen BAZ2B-H3K14Ac peptide displacement | AID 504333 | actives 4.4% (n = 360,000) | Q9UIF8; note: % is set by controls: 0 for no effect and ±100 for the full control effect; nearly all actives have a fitted effect of over 60% in size
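Complex of BAZ2B and biotin-H3K14Ac (50 nM apiece) forms over 30 min at RT, then faces library compounds up to 110 uM for another 30 min; AlphaScreen beads added, 20 min dark incubation, luminescence read.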
Pin1 inh = blocks the human prolyl isomerase Pin1; Q13526; Pin1 FP peptide displacement, HiFluor488, 10 min; Potency, µM (series often up to 115 µM), for inactives: at the highest dose activity, negative = inhibition, hits mostly inhibitors; actives 0.009% (n = 390,000); AID 504891; active = well fitted inhibition curve with a large enough effect in the polarisation, with a control signal flat, not every such curve was filed as active; inconclusive = small, poorly fitted or top-dose-only effect, or effect the other way, or a change in a side signal; inactive = no such curve, though single readings can be large or run the other way; the % refers to the polarisation; note: % is set by controls: 0 for no effect and ±100 for the full control effect
Tb PGK inh = blocks T. brucei phosphoglycerate kinase; PGK/GAPDH coupled, Kinase-Glo luminescence, 60 min; AID 602233; actives 0.043% (n = 380,000); Potency, µM (highest dose often 57.5 µM), for inactives: at the highest dose activity change, negative = inhibition, most hits filed as inhibitors; P07378; note: % is set by controls: 0 for no effect and ±100 for the full control effect; nearly all actives have a fitted effect of over 60% in size
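Recombinant glycosomal PGK reaction used 1,3-bisphosphoglycerate generated in-well by GAPDH (100nM final) in 100mM TEA pH 7.6, 5mM MgCl2, 0.01% Tween-20. After 60 minutes at room temperature, ATP was read by Kinase-Glo Plus luminescence end-point.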
Pol iota inh = DNA polymerase iota (human) inhibition. Q9UNA4. Pol iota fluorescent replication assay, 10 min. Potency, µM (series often up to 115 µM), inactives show at the highest dose activity, negative = inhibition, actives largely listed as inhibitors. actives 1% (n = 390,000)
Target sequence (Q9UNA4 whole entry, looked up): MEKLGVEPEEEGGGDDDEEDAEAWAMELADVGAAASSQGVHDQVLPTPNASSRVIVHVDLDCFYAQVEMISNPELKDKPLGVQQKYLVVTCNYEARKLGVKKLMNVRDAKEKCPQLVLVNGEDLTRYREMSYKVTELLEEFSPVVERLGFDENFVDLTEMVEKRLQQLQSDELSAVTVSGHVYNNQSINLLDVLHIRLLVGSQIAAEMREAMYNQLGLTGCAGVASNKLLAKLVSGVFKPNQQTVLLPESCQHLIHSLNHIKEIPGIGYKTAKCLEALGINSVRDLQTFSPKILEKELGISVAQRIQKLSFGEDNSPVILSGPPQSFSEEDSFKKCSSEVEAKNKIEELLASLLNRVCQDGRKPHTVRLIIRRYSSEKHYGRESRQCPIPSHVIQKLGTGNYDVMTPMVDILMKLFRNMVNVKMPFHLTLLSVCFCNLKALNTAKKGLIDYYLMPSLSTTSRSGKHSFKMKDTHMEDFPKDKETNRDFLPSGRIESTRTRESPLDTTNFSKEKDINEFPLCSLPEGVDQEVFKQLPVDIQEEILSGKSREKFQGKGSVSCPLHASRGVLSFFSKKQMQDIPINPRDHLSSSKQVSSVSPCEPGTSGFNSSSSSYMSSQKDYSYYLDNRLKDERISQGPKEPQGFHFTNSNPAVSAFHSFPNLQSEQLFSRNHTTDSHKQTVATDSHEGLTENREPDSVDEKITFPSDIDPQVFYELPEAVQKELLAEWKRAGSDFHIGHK
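Pol iota at 10 nM preincubated 15 min with compounds at room temperature; reaction started with fluorescent substrate, 50 nM final. Fluorescence read kinetically at 0 and 10 min; buffer-only wells as negative control.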
GLS inh = blocks human kidney-isoform glutaminase activity. O94925. GLS enzymatic activity, qHTS titration. Potency, µM (titrated, usually from 45.5 µM), without a hit: at the highest dose activity change, negative = inhibition, usual class: inhibitors. actives 0.21% (n = 410,000). AID 624170; note: % is set by controls: 0 for no effect and ±100 for the full control effect
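hKGA in 45 mM KH2PO4 pH 8.2, 0.02% Tween-20 with pin-transferred compounds; 1 mM L-glutamine (stock) plus glutamate oxidase/HRP/Amplex Red coupling added. Fluorescence read initially and after 30 min at RT.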
Starred values were filed as active, the others as inactive; i = inactive; ? = inconclusive; nt = not tested or not shown; & = joins results of further samples; [ ] = remark or other dose. Unless noted, calls come from the whole dose curve; as a rule, active = well fitted curve in the direction sought with a large enough effect; inconclusive = small, poorly fitted or top-dose-only effect, or another doubt; inactive = no such curve, though single readings can be large; an effect the other way counts as inactive or inconclusive. Potency is the fitted concentration of half-maximal effect. Some of the compounds tested, so the mix of outcomes need not match the whole.

JMJD2A Tudor,BLM helicase inh,HP1b binding inh,G9a inh,BAZ2B inh,Pin1 inh,Tb PGK inh,Pol iota inh,GLS inh,SMILES
4.9%,-12.1%,37.1%,nt,41.9%[activator],?,8.0%,8.4%&-1.9%,-1.2%,CCOC(=O)c1ccc(-c2c(-c3cc(OC)c(OC)c(OC)c3)noc2C)cc1F
-9.5%,0.3%,29.0%,24.2%,5.7%,-1.8%,8.3%,16.8%,0.8%,Cc1ccc2c(c1)N(C(=O)CCC(=O)N1CCOCC1)CCO2
-8.3%,-0.8%,38.1%,12.0%[59 µM],-4.6%,3.2%,-8.2%,-7.6%,-0.6%,O=C(COc1ccc(=O)n(-c2ccccc2)n1)Nc1ccccc1
-13.6%,-1.4%,10.1%,nt,7.6%,0.9%,-2.2%,-1.7%,5.0%,CC(C)C[C@H](NC(=O)N1CC(=O)Nc2ccccc21)C(=O)N[C@H](C(=O)O)c1ccccc1
-9.1%,4.7%,37.7%,?,0.0%,-9.0%,-2.6%,12.8%,-13.5%,COCCn1c(SCC(=O)NCc2ccco2)nnc1C(C)C
-2.4%,-12.8%,34.5%,-44.0%,-5.6%,16.8%,-2.3%,-9.4%,-8.7%,O=c1c(Cc2ccc(Cl)cc2)c(O)ccn1Cc1cccc(Cl)c1
-8.7%,-4.7%,40.8%[activator],3.7%[59 µM],-10.5%,0.6%,2.7%,35.4%[activator],6.9%,Cc1ccc(NC(=O)Cn2c(=O)n(CC3CCC(C(=O)NC(C)C)CC3)c(=O)c3sccc32)cc1 (stereo unspecified)
39.8µM*,-13.8%,?,-46.6%[12.7 µM],25.1µM*,-8.9%,-5.2%,28.2%,15.1%,COc1cc(N=Nc2ccc3ccccc3c2)ccc1O
-18.3%,-5.4%,57.8%[activator],-5.7%[59 µM],-20.3%,27.3%,-8.3%,8.1%,1.3%,CSc1cccc(NC(=O)CN2C(=O)COc3ccc(S(=O)(=O)N4CCC(C)CC4)cc32)c1
4.47µM*,8.7%,-11.3%,?,-34.1%,3.0%,-5.3%,19.2%,-14.5%,CCCc1nc2c(C)cc(C)cc2c(N)c1CC
14.7%,-11.1%,58.8%,24.6%,5.3%,-5.2%,-2.8%,-10.4%,-5.5%,COc1ccc(Cl)cc1N(C)C(=O)CCc1nc(-c2ccc(C)cc2)no1
-13.2%,0.1%,9.8%,nt,-4.8%,5.9%,4.5%,-4.8%,11.3%,O=C(Oc1ccc(OC(=O)c2ccco2)c(S(=O)(=O)c2ccc(Br)cc2)c1)c1ccco1
-20.1%,-7.7%,6.6%,18.9%[12.7 µM],?,-8.2%,-4.4%,-6.1%,6.9%,O=C(CSc1nnc(NC(=O)c2ccccc2F)s1)NCc1ccco1
-9.2%,-7.0%,29.4%,?,5.5%,7.4%,-3.1%,-2.4%,-1.3%,CNCc1cc2ccc(C)cc2[nH]c1=O
-30.8%,nt,0.3%,nt,nt,-1.0%,10.4%,45.8%[activator],-0.5%,CCC(C)c1ccccc1NC(=O)CN(CC)CC(=O)Nc1ccc2c(c1)OCCO2 (stereo unspecified)
-12.9%,-4.1%,27.2%,39.8µM*,-14.1%,3.9%,3.3%,12.3%,23.2%,CSc1nsc(SCC(=O)Nc2ccc(O)c(C(=O)O)c2)n1
-10.4%,-2.2%,64.2%[activator],?,-3.8%,0.2%,4.2%,20.5%,7.8%,CCOc1ccc(NS(=O)(=O)N(C)C)cc1
-3.0%,-6.7%,33.3%,-2.7%[59 µM],-4.2%,-0.7%,14.4%,121.8%[activator],2.3%,CCOC(=O)C1(CCCc2ccccc2)CCN(C(=O)c2ocnc2C)CC1
-27.8%,-8.4%,37.2%,?,-7.8%,16.5%,-11.7%,?,-4.9%,CC(C)CC(C(=O)Nc1oc(-c2ccccc2)c(-c2ccccc2)c1C#N)N1C(=O)c2ccccc2C1=O (stereo unspecified)
-23.3%,nt,24.9%,nt,nt,2.6%,-9.9%,1.5%,0.9%,Cc1ccc(S(=O)(=O)N2C/C=C\CN(S(=O)(=O)c3ccccc3Br)CC2)cc1
-12.7%,0.0%,34.1%,32.4%,-0.8%,8.2%,-4.7%,36.0%[activator],-0.7%,CC(C)n1cc([C@@H]2C[C@H]3CN(Cc4cccc(Cl)c4)C(=O)[C@]34CCCN24)cn1
-5.8%,-11.1%,20.9%,-36.9%[59 µM],-8.6%,5.6%,-6.8%,6.5%,7.4%,CCC(Sc1nnc2c(n1)[nH]c1ccccc12)C(=O)Nc1nnc(C(C)C)s1 (stereo unspecified)
-8.2%,-0.3%,60.6%[activator],-50.1%,79.4µM*,-1.2%,-7.4%,-2.0%,18.5%,Cc1ccc(NC2=NCC(=O)N2Cc2cccs2)cc1C
-23.4%,-3.6%,6.2%,?,-23.9%,23.8%,-6.3%,9.7%,5.2%,Cc1ccc(C)c(-c2cc(C(=O)Nc3cccnc3)c3ccccc3n2)c1
-19.4%,nt,23.8%,nt,nt,?,-5.3%,-2.8%,-17.8%,CN1CCc2c(sc3c2c(=O)n(-c2cccc(Cl)c2)c2nncn32)C1
-8.4%,-4.3%,31.5%,?,2.9%,-3.0%,-6.9%,0.5%,27.5%,COc1ccc(NS(=O)(=O)c2ccc(N)c(C(=O)O)c2)cc1
-9.8%,-8.1%,3.0%,17.8%,-0.8%,-2.4%,-9.9%,44.6%[activator],-16.2%,CC1(c2ccc(OC(F)F)cc2)NC(=O)N(CC(=O)Nc2ccc(Cl)cc2F)C1=O (stereo unspecified)
-34.7%,-7.4%,6.5%,-42.2%[59 µM],-12.9%,26.8%,-1.7%,-3.1%,0.3%,CCOc1ccc(CCNC(=O)c2ccc3c(c2)N(Cc2ccccc2)C(=O)c2ccccc2S3=O)cc1OCC (stereo unspecified)
8.6%,-1.1%,40.1%[activator],-1.3%,-1.6%,-1.5%,-7.5%,33.2%,-0.5%,CNc1nc(N)nc(OC(C(F)(F)F)C(F)(F)F)n1
-10.3%,-2.0%,-13.9%,-14.9%,0.2%,5.2%,-1.8%,16.3%,-0.4%,CC(C)c1ccccc1NS(=O)(=O)c1cccs1
-12.7%,nt,15.5%,nt,nt,4.8%,5.9%,-2.5%,9.7%,O=C(Nc1ccc(F)c([N+](=O)[O-])c1)C1CCCO1 (stereo unspecified)
-12.8%,nt,31.2%,1.0%[0.501 µM],-3.8%,7.2%,-6.9%,-2.4%,4.1%,COCc1ccc(-c2c(-c3cc(OC)cc(OC)c3)oc(=O)c3cc(OC)c(OC)cc23)cc1
-16.8%,-2.4%,21.8%,22.4%[59 µM],8.2%,?,i,-4.3%,-3.3%,CCOC(=O)c1c(NC(=O)c2ccc(N3C(=O)[C@@H]4[C@H](C3=O)[C@H]3C=C[C@@H]4C3)cc2)sc2c1CC(C)CC2 (stereo partly specified)
0.0%,-3.7%,20.9%,?,-1.0%,0.0%,0.9%,114.9%[activator],6.7%,CNC(=O)COC(=O)c1ccc2c(c1)S(=O)(=O)c1ccccc1C2=O
?,-3.9%,?,?,?,-16.3%,-2.2%,-6.6%,24.6%,CCc1ccc(C(=O)/C=C/Nc2ccc(S(=O)(=O)Nc3onc(C)c3C)cc2)cc1
19.7%,-2.7%,36.2%,3.6%,-3.0%,-5.3%,0.6%,-1.2%,12.1%,CN(C(=O)CSc1nnnn1-c1ccccc1)C1CCCCC1
28.9%,-8.0%,51.2%[activator],nt,2.6%,14.5%,7.9%,37.8%[activator],-11.8%,Cc1ccc(C(=O)CSc2nnnn2Cc2ccccc2)cc1C

Given with bars between the fields: entries from further up
SMILES | JMJD2A Tudor | BLM helicase inh | HP1b binding inh | G9a inh | BAZ2B inh | Pin1 inh | Tb PGK inh | Pol iota inh | GLS inh
CNC(=O)COC(=O)c1ccc2c(c1)S(=O)(=O)c1ccccc1C2=O | 0.0% | -3.7% | 20.9% | ? | -1.0% | 0.0% | 0.9% | 114.9%[activator] | 6.7%
Cc1ccc(C)c(-c2cc(C(=O)Nc3cccnc3)c3ccccc3n2)c1 | -23.4% | -3.6% | 6.2% | ? | -23.9% | 23.8% | -6.3% | 9.7% | 5.2%
CCC(Sc1nnc2c(n1)[nH]c1ccccc12)C(=O)Nc1nnc(C(C)C)s1 (stereo unspecified) | -5.8% | -11.1% | 20.9% | -36.9%[59 µM] | -8.6% | 5.6% | -6.8% | 6.5% | 7.4%
CN(C(=O)CSc1nnnn1-c1ccccc1)C1CCCCC1 | 19.7% | -2.7% | 36.2% | 3.6% | -3.0% | -5.3% | 0.6% | -1.2% | 12.1%
CCOC(=O)c1c(NC(=O)c2ccc(N3C(=O)[C@@H]4[C@H](C3=O)[C@H]3C=C[C@@H]4C3)cc2)sc2c1CC(C)CC2 (stereo partly specified) | -16.8% | -2.4% | 21.8% | 22.4%[59 µM] | 8.2% | ? | i | -4.3% | -3.3%
Cc1ccc(NC2=NCC(=O)N2Cc2cccs2)cc1C | -8.2% | -0.3% | 60.6%[activator] | -50.1% | 79.4µM* | -1.2% | -7.4% | -2.0% | 18.5%

Shown as a hit in BAZ2B inh, of those listed so far:
JMJD2A Tudor,BLM helicase inh,HP1b binding inh,G9a inh,BAZ2B inh,Pin1 inh,Tb PGK inh,Pol iota inh,GLS inh,SMILES
39.8µM*,-13.8%,?,-46.6%[12.7 µM],25.1µM*,-8.9%,-5.2%,28.2%,15.1%,COc1cc(N=Nc2ccc3ccccc3c2)ccc1O
-8.2%,-0.3%,60.6%[activator],-50.1%,79.4µM*,-1.2%,-7.4%,-2.0%,18.5%,Cc1ccc(NC2=NCC(=O)N2Cc2cccs2)cc1C
